Screening data deposited in PubChem BioAssay by National Center for Advancing Translational Sciences (NCATS).
D2 ag – agonists of human D2 dopamine receptor; 340,000 tested, 0.53% active; activation, % at 2 µM; HEK293 T-REx D2 cells, calcium flux agonist mode;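 active = activation over 3 SD above normal in the single-dose calcium agonist read, cut at about 30% in these data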; note: 0% is about no effect
Target sequence (P14416 whole entry, looked up): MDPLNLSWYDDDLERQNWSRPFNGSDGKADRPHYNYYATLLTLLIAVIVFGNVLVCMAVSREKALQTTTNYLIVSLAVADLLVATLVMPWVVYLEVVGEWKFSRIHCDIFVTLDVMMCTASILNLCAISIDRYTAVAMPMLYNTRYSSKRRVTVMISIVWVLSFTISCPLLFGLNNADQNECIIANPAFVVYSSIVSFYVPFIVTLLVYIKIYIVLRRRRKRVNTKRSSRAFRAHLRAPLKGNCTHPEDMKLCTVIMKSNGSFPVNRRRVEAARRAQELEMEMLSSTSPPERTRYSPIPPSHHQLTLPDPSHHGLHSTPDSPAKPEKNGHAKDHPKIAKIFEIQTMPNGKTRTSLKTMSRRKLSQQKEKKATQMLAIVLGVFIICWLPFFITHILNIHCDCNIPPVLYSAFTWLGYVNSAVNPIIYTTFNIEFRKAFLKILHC
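Tetracycline-induced HEK293 T-REx cells with force-coupled D2 receptor, plated overnight at 30 C, loaded with no-wash calcium dye. After a 10 s baseline, compound was pin-added and calcium flux read kinetically for 180 s; calcium rises flagged agonists.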
D1 PAM – enhances dopamine response at the human D1 receptor; 360,000 tested, 0.036% active; P21728; AID 504651; HEK293 TREx D1 cells, calcium flux, dopamine EC20 potentiation; potentiation, % at 10 µM; in the data active = potentiation above about 30%; note: 0% is about no effect
Target sequence (P21728 whole entry, looked up): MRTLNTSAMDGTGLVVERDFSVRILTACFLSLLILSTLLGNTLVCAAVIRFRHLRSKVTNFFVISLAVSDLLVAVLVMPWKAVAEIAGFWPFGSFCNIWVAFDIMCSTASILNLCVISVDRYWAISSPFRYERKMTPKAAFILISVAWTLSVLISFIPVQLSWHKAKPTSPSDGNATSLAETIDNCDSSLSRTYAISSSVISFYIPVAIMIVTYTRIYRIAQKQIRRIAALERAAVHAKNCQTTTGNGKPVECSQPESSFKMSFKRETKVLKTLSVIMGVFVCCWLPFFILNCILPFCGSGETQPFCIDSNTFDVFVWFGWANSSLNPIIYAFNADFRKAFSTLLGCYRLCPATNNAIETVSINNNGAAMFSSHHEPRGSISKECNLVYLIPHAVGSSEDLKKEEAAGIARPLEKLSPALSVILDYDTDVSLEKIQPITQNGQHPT
D2 PAM – positively modulates the human D2 dopamine receptor allosterically; P14416; HEK293 T-REx D2, calcium flux, EC20 dopamine potentiation; potentiation, % at 10 µM; 340,000 tested, 0.34% active;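 active = potentiation over 3 SD above the plate norm, cut at about 30% in these data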; note: 0% is about no effect
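Calcium flux readout, no-wash dye, 1 read/s. Inducible HEK293 Trex D2 line, overnight 30 C. Compound alone 180 s (agonist flags), then EC20 dopamine, another 180 s to score potentiation.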
D1 ag – human D1 receptor agonism; activation, % at 2 µM; AID 504660; 360,000 tested, 1% active; HEK293 T-REx D1 cells, calcium flux, agonist mode; note: 0% is about no effect
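Tetracycline-induced HEK293 TREx D1 cells, force-coupled to calcium signalling, were dye-loaded with a no-wash calcium kit. Compound was pin-added after a 10 s baseline. Fluorescence was read kinetically at 1 cycle/s for 180 s, with calcium rises flagged as agonism.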
D2 antag – antagonists of human D2 dopamine receptor | P14416 | HEK293 TREx D2 cells, calcium flux, dopamine EC80 | inhibition, % at 10 µM | 340,000 tested, 2% active | AID 485344; in the data active = inhibition above about 30%; note: 0% is about no effect
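Tetracycline-induced HEK293 T-REx cells expressing D2 force-coupled to calcium signalling were dye-loaded, exposed to compound for 180 s, then challenged with an EC80 of dopamine; calcium flux was followed kinetically for a further 180 s.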
TRHR agonist – activates the human TRH receptor; P34981; TRHR cells, calcium flux fluo-8, FDSS agonist mode; activation, % at 2 µM; 360,000 tested, 0.18% active; AID 493084; note: 0% is about no effect
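Steps: seed TRHR cells overnight; add fluo-8 no-wash Ca dye, RT 30 min–1.5 h; record 10 s baseline; pin-transfer compounds; monitor fluorescence 1 cycle/s for the agonist window. Calcium increases flag candidate agonists.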
D1 antag – human D1 dopamine receptor antagonism | AID 504652 | P21728 | activity change, negative = inhibition, % at 10 µM | HEK293 TREx D1 cells, calcium flux, dopamine EC80; stronger effect = lower value | 360,000 tested, 3.2% active; in the data active = activity change below about -30%; note: % is set by controls: 0 for no effect and ±100 for the full control effect
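Tetracycline-induced HEK293 T-REx cells with force-coupled D1 receptor were loaded with a no-wash calcium dye. Compound was added after a 10 s baseline and read kinetically for 180 s; EC80 dopamine was then added and calcium flux followed another 180 s.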
TRHR PAM – TRH receptor (human) allosteric enhancement. P34981. TRHR cells, fluo-8 calcium fluorescence, EC20 TRH enhancement. enhancement, % at 2 µM. 360,000 tested, 0.66% active. AID 493056; in the data active = enhancement above about 30%; note: 0% is about no effect
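Enhancer read-out: after compound pinning and an initial kinetic agonist-mode read, an EC20 of TRH (10 nM final) was injected and fluo-8 calcium signal (Ex 480/Em 530) followed at 1 s/cycle for 100 cycles in TRHR-expressing cells.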
RXFP1 antag – RXFP1 (human) relaxin receptor antagonism; activity change, negative = inhibition, % at 57.5 µM; HEK293-RXFP1, relaxin-stimulated cAMP HTRF, 30 min; stronger effect = lower value; 350,000 tested, 0.59% active;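 active = activity change of -60% or lower, but not beyond a set lower limit; inconclusive = change between -60% and -40%, or beyond the set limit; inactive = change above -40%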; note: % is set by controls: 0 for no effect and ±100 for the full control effect
Numbers without * were called inactive; u = inconclusive; x = no result given; & = joins results of further samples. Cut-off read from the data, not from the text of the source, unless noted: active = activation above about 30%; inactive = the rest.

compound	D2 ag	D1 PAM	D2 PAM	D1 ag	D2 antag	TRHR agonist	D1 antag	TRHR PAM	RXFP1 antag
CC(C)Cn1c(-c2cc([N+](=O)[O-])ccc2Cl)nc2c1c(=O)[nH]c(=O)n2Cc1ccccc1	-0.1	1	3	5	3	-0.1	27	0	1
CCOC(=O)c1ccccc1NC(=O)N(C(C)C)C1CCN(C(C)=O)CC1	-1.3	-2	-4	1	x	-0.4	-6	-2	-8
CC(=O)Nc1ccc(NC(=O)C(C)OC(=O)CSc2ccc(Br)cc2C)cc1 (stereo not drawn)	0.2	-10	18	4	-8	0.8	-18	-3	4
O=C(Cn1cc(C(=O)c2cccs2)c2ccccc21)NCc1ccc2c(c1)OCO2	0.7	-8	2	2	-33	0.4	-22	-13	2
Cc1ccc(NS(=O)(=O)c2cc(NC(=O)C(C)Oc3ccccc3)ccc2C)c(C)c1 (stereo not drawn)	-1.2	2	-6	8	-7	-0.4	3	7	x
COC(=O)c1c(Oc2ccc(OC)cc2)nnc(-c2ccccc2)c1-c1ccccc1	-1.1	-2	x	6	x	1.1	-13	-21	-18
Nc1ccc(S(=O)(=O)NCC(=O)OCCOc2ccccc2)cc1[N+](=O)[O-]	-0.4	1	4	5	-9	-0.5	-5	0	6
CCOc1ccc(NC(=O)c2cc(S(=O)(=O)NC3CCCC3)ccc2F)cc1	0.8	-4	1	0	x	-0.8	-24	-8	-31
O=C(O)c1ccc(-n2c(/C=C\c3ccc(O)cc3)nc3ccccc3c2=O)cc1	0.5	0	14	5	x	2.1	1	12	-1
CC(C)N1CC(C(=O)Nc2ccc(C#N)cc2)CC1=O (stereo not drawn)	1.4	-1	5	3	3	0.8	3	-8	-2
COc1cc(OC)c(NC(=O)N2CCOCC2)cc1Cl	-0.3	-10	0	1	-6	0.8	6	-11	2
Cn1c(=O)c2c(ncn2CC(=O)OCc2ccccc2)n(C)c1=O	0.6	3	-4	4	14	0.5	7	0	-5
CC(=O)Nc1ccc(NC(=S)NC(=O)c2ccc([N+](=O)[O-])cc2)cc1	0.3	-4	-8	7	0	0.1	5	0	x
CC(C)OP(=O)(c1ccc(N(C)C)cc1)C(Nc1ccccc1)c1ccccc1 (stereo not drawn)	0.0	-17	12	-1	-6	-0.1	-40*	-3	-17
CCOc1ccc(NC(=O)c2ccc3c(SCC(=O)O)c4c(nc3c2)CCCC4)cc1	-0.9&-0.5	-4&1	-1&5	-1&1	12	-1.0&0.0	-1&1	7&-3	-2
CCc1cc2c(=O)n(-c3ccccc3)c(SCC(N)=O)nc2s1	0.8	3	-3	1	-12	-0.4	2	3	-11
COCCNc1cc(-c2ccccc2)nc2cc(-c3cccc(F)c3)nn12	x	-6	x	11	x	0.2	26	-1	7
CC(C)N(Cc1c(O)ccc2c(=O)c(-c3ccc(Cl)cc3)coc12)C(C)C	0.7	-9	5	1	11	-0.2	0	-3	3
COC(=O)Cn1ncn2cccc2c1=O	-0.2	-4	13	1	6	-0.4	-18	6	x
Cc1ccc(NC(=O)C2C3CCCC2C3c2ccccc2)c(C)c1 (stereo not drawn)	x	11	x	2	x	-0.3	-7	-12	-6
Cc1ccc(S(=O)(=O)Oc2ccc(C(c3c(C)[nH][nH]c3=O)c3c(C)[nH][nH]c3=O)cc2)cc1	x	-5	x	7	x	-0.3	10	-1	-2
CCOC(=O)C1=C(C)NC(=O)NC1c1ccc(N(C)C)cc1 (stereo not drawn)	0.0	-9	4	1	6	0.4	-31*	1	x
O=c1[nH]c2ccc(Cl)cc2c(-c2ccccc2)c1SC(=S)N1CCCCC1	0.4	6	3	2	-4	0.1	4	-3	u
CCOC(=O)Nc1cc(=O)c2ccccc2o1	0.4	0	-3	5	-14	1.0	3	0	-10
FC(F)(F)c1ccnc(Oc2ccc(C3=NCCS3)cc2)c1	0.1	4	7	2	-15	-1.4	-13	-13	-4
O=C(Nc1ncccc1O)C1CCN(S(=O)(=O)c2ccc3ccccc3c2)CC1	-0.2	-9	10	1	9	-0.2	-17	3	-7
O=C(Cn1cnc2c(nnn2Cc2ccccc2F)c1=O)NCC1CCCO1 (stereo not drawn)	-0.9	-5	30	0	6	-0.5	29	12	-5
c1ccc(Cn2nnc(CNc3ccccc3)c2-c2c(CNc3ccccc3)nnn2Cc2ccccc2)cc1	0.0	-1	2	3	3	-0.3	-16	-1	x
COc1ccc(Nc2oc(-c3ccc(COc4ccccc4)o3)nc2C#N)cc1	-1.6	-2	7	0	x	0.1	9	4	-16
CCn1c(C(=O)NCCCN2CCc3ccccc3C2)cc2sccc21	x	-7	x	2	x	-0.1	-6	-2	-16

Remaining list, next part
compound	D2 ag	D1 PAM	D2 PAM	D1 ag	D2 antag	TRHR agonist	D1 antag	TRHR PAM	RXFP1 antag
O=c1c2cc(Br)ccc2[nH]c(=S)n1Cc1ccccn1	-0.4	-7	-7	2	-7	-0.2	5	-3	x
CC(C)(C)OC(=O)N1CCC(c2c(C(=O)N3CCCCC3)cnn2-c2cccc(F)c2)CC1	0.9	1	4	0	x	0.7	24	-6	-23
O=C(NC1CCCC1)C1CCN(C(=O)c2ccccc2Cl)CC1	0.7	3	-3	2	0	0.2	7	12	2
O=C(O)CCCCCn1c(SCC(=O)Nc2ccc(F)cc2)nc2ccsc2c1=O	0.2	-3	1	5	6	0.5	-17	-2	-21
COc1ccccc1CNC(=O)C1CCN(S(=O)(=O)c2ccc3nc4c(c(C(=O)O)c3c2)CCCC4)CC1	-0.6	1	5	2	9	-1.0	-14	-3	-2
C=CCNC(=O)C1CC1(c1ccc(C)cc1)c1ccc(C)cc1 (stereo not drawn)	-2.4	3	13	-3	-15	0.5	-21	7	-19
CCN(CC(=O)NC1CCS(=O)(=O)C1)S(=O)(=O)c1ccccc1Cl (stereo not drawn)	0.8	-4	5	1	3	0.0	6	0	9
CCCCn1c(=O)[nH]c(=O)c2c1nc(-c1ccc(-c3ccc(F)cc3)o1)n2C	1.0	5	-16	1	2	0.9	0	-2	9
Cc1ccc(C(=O)Nc2cccnc2)cc1S(=O)(=O)N1CCCC1	1.2	0	-4	7	8	-0.1	2	-1	-9
CCC[n+]1c2ccccc2cc2ccccc21	0.9	2	-28	1	-24	0.1	14	-4	-4
O=C(C[n+]1cccc(NC(=O)c2ccccc2)c1)c1ccc(NC(=O)c2ccccc2)cc1	x	-18	x	1	x	-0.3	-25	3	-9
CCC(C)N(C)C1CCN(C(=S)Nc2cccc(OC)c2)CC1 (stereo not drawn)	0.7	-3	-10	1	-5	0.0	7	-2	8
O=C(c1ccccc1C(=O)N1CCN(c2ccccc2)CC1)N1CCN(c2ccccc2)CC1	-2.9	1	-7	0	11	4.5	12	-1	-1
Cc1ccc(NCc2nc3ccccc3n2C)cc1	1.0	-3	7	5	-3	8.9	45	-4	-5
Cc1cc(C(=O)OCC(=O)c2ccc3c(c2)NC(=O)CO3)c2ccccc2n1	-0.1	0	-21	-3	7	0.2	-6	-2	-8
C/C(=N\NC(=S)NC1CCCCC1)c1ccc(Cl)c(Cl)c1	-0.7	-3	12	3	-6	-0.5	-10	2	-1
CC(C)C[C@@H](CO)N1CCN(Cc2ccc([N+](=O)[O-])cc2)CCC1=O	0.8	4	-7	2	6	0.7	16	3	x
COc1ccc(C2(c3ccc(OC)cc3)NC(=O)N(CC(=O)NC(C)C)C2=O)cc1	1.2	x	2	15	-14	-0.2	-9	7	-12
CCOC(=O)Cn1ccc(-c2ccccc2)c(C#N)c1=O	1.0	-4	-7	-1	1	0.2	x	6	-13
Cn1c(=O)c2c(nc(SCC(=O)Nc3ccc(F)cc3F)n2Cc2ccccc2)n(C)c1=O	-0.7	3	1	-1	x	-2.4	9	1	3
COC(=O)c1ccc(COC(=O)c2ccc(CS(=O)(=O)c3ccc(C)cc3)cc2)cc1	1.3	-11	14	8	0	1.5	-25	20	-4
CCS(=O)(=O)N1CCN(C2CCC(c3ccccc3)CC2)CC1 (stereo not drawn)	0.0	-10	-1	9	-3	0.1	-22	4	x
CCCC(=O)Nc1nc(C)c(C(C)=O)s1	0.4	-1	-9	1	-23	-0.6	-3	-4	9
CCOc1ccc(/C=N/NC(=O)Cc2csc(Nc3cccc(C(F)(F)F)c3)n2)cc1	-0.6	-2	19	0	-46	-0.8	x	0	-17
COCCC(=O)N1CCC(Oc2ccc(C(=O)N3CCCC(COC)C3)cc2)CC1 (stereo not drawn)	0.0	-3	17	9	-4	0.6	28	1	-7
CCSc1ccccc1C(=O)Nc1ccc(S(=O)(=O)NC(C)=O)cc1	-1.2	-2	18	1	-6	-0.9	1	4	4
Cc1ccc2c(c1)NC(=O)C(CC(=O)O)O2 (stereo not drawn)	1.2	x	3	3	-4	0.1	-1	-1	-2
Cn1cccc1C(=O)NNC(=O)COc1ccc(Br)cc1	-1.7	-5	-15	2	1	-0.4	16	-3	-2
OCCC1CN(Cc2cccn2-c2ncccn2)CCN1CCc1ccccc1 (stereo not drawn)	0.2	3	11	-1	26	-1.1	-4	0	-11
Cc1cc(=O)[nH]c(SCC(=O)N2CCN(c3ccccc3)CC2)n1	24	-1	-4	1	x	0.0	-4	-1	-8

As a short view, part of the list above:
compound	D2 ag	D1 PAM	D2 PAM	D1 ag	D2 antag	TRHR agonist	D1 antag	TRHR PAM	RXFP1 antag
CCN(CC(=O)NC1CCS(=O)(=O)C1)S(=O)(=O)c1ccccc1Cl (stereo not drawn)	0.8	-4	5	1	3	0.0	6	0	9
CCCCn1c(=O)[nH]c(=O)c2c1nc(-c1ccc(-c3ccc(F)cc3)o1)n2C	1.0	5	-16	1	2	0.9	0	-2	9

Going on with the list.
compound	D2 ag	D1 PAM	D2 PAM	D1 ag	D2 antag	TRHR agonist	D1 antag	TRHR PAM	RXFP1 antag
Nc1nonc1NN=C1CCCCC1	0.5	-8	0	0	4	1.0	-10	1	-12
CCN(CC(=O)Nc1ccc(NC(C)=O)cc1)C(=O)/C=C/c1cn(-c2ccccc2)nc1-c1cccs1	1.5	-1	16	4	-9	0.1	-28	25	-11
Cc1ccc(C(=O)CN2C(=O)NC3(CCc4ccccc43)C2=O)c(C)c1 (stereo not drawn)	0.6	0	5	6	3	0.3	4	5	-7
COc1ccccc1NC(=O)C1(C)Cc2ccccc2C(=O)O1 (stereo not drawn)	1.1	-8	-8	2	-1	0.0	-2	7	12
CC(=O)Nc1ccc(C(=O)OCC(=O)Nc2ccc([N+](=O)[O-])cc2C(F)(F)F)cc1	-1.2	0	-3	2	1	0.4	-3	0	2
COc1ccc(S(=O)(=O)NCCc2nnc3ccc(SCC(=O)Nc4ccc(C(F)(F)F)cc4)nn23)cc1	0.1	-1	1	-1	x	-0.2	-4	15	-25

Retrieved by structure from above (2):
compound	D2 ag	D1 PAM	D2 PAM	D1 ag	D2 antag	TRHR agonist	D1 antag	TRHR PAM	RXFP1 antag
Cc1ccc(C(=O)CN2C(=O)NC3(CCc4ccccc43)C2=O)c(C)c1 (stereo not drawn)	0.6	0	5	6	3	0.3	4	5	-7
COc1ccc(S(=O)(=O)NCCc2nnc3ccc(SCC(=O)Nc4ccc(C(F)(F)F)cc4)nn23)cc1	0.1	-1	1	-1	x	-0.2	-4	15	-25
